Screens (PubChem BioAssay)
Gli-Sufu block: Gli-Sufu pathway antagonists, primary screen, luciferase luminescence, Sufu-KO-LIGHT cells, uHTS; Sufu-KO-LIGHT fibroblasts, Gli luciferase reporter luminescence; inhibition, % at 5 µM; hit rate 0.74% among 340,000;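 active means inhibition above about 55%, limit read from the data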;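 further: 0% = DMSO-treated cells and 100% = wells with medium but no cells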
Jurkat NFkB inh: inhibitors of induced NF-kB luciferase reporter, primary screen, TCR NF-kB activation inhibitor project, cell-based, luminescence, uHTS; Jurkat, PMA/ionomycin-induced NF-kB luciferase reporter; inhibition, % at 4 µM; hit rate 0.53% among 330,000; AID 435003, 2010
SENP7 inh: SENP7 protease inhibitors, primary screen, biochemical, luminescence, uHTS | hit rate 1.5% among 330,000 | AID 434973, 2010 | recombinant SENP7, Z-RLRGG-aminoluciferin luminescence, 40 min | Sentrin-specific protease 7 (Homo sapiens), Q9BQF6 | inhibition, % at 5 µM;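 active means inhibition above about 50% at the single test dose, limit read from the data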;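 further: plate controls were DMSO with enzyme for no effect and no enzyme buffer wells for full effect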
UBC13 polyUb: UBC13 polyubiquitin chain formation inhibitors, primary screen, biochemical, TR-FRET, uHTS; Ubiquitin-conjugating enzyme E2 N (Homo sapiens), P61088; inhibition, % at 20 µM; hit rate 0.47% among 330,000; AID 485273, 2010; in the data active means inhibition above about 45%, passing the limit was not always enough; inconclusive means no clear call, values can overlap the other calls
HKDC1 inh: HKDC1 hexokinase inhibitors, primary screen, biochemical, fluorescence, uHTS; recombinant HKDC1, G6PDH/diaphorase resazurin coupled fluorescence; AID 493160, 2011; inhibition, % at 20 µM; hit rate 0.16% among 340,000; Q2TB90;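 active means inhibition above about 35% when tested at 20 µM, limit read from the data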;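 further: plate controls were DMSO wells with enzyme for no effect and DMSO wells lacking enzyme for full effect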
Target sequence (Q2TB90 whole entry, looked up): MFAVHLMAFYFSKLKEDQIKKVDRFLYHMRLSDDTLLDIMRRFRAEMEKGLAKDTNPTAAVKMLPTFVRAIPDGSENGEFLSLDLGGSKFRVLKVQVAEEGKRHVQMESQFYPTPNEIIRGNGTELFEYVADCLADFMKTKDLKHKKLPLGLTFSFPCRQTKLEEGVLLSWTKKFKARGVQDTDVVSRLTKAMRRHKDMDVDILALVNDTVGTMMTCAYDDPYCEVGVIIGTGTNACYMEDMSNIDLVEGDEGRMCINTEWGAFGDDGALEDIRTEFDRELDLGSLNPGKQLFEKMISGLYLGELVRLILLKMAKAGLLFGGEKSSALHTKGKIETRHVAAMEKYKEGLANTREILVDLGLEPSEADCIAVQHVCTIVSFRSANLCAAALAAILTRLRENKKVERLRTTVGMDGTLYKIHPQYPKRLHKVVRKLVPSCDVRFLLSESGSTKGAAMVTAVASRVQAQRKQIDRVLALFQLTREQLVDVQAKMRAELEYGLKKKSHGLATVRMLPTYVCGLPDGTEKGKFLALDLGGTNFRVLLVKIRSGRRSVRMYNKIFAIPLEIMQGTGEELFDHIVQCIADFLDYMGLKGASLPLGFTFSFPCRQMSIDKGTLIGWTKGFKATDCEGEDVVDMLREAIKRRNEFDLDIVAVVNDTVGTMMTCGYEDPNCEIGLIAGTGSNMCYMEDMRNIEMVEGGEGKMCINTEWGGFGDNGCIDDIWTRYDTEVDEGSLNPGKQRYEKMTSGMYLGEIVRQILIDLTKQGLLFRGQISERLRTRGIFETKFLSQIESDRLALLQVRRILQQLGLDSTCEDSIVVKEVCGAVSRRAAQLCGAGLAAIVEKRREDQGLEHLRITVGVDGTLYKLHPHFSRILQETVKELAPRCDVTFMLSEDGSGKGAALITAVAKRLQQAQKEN
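Test system: recombinant HKDC1 (HK5) hexokinase enzyme, produced in-house; Amount: enzyme 5 µg/mL final; Buffer or medium: Tris pH 8.0 buffer with MgCl2, Tween-20, BSA, BME; Reagent: glucose and ATP substrates; Doses: 20 µM test compound, 1% DMSO; Incubation: 90 min reaction incubation at room temperature, dark; Detection: resorufin fluorescence at 613 nm.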
SENP8 inh: SENP8 protease inhibitors, primary screen, biochemical, luminescence | Sentrin-specific protease 8 (Homo sapiens), Q96LD8 | hit rate 1.2% among 330,000 | AID 2540, 2010 | inhibition, % at 10 µM | purified SENP8, Z-RLRGG-aminoluciferin cleavage
Target sequence (Q96LD8 whole entry, looked up): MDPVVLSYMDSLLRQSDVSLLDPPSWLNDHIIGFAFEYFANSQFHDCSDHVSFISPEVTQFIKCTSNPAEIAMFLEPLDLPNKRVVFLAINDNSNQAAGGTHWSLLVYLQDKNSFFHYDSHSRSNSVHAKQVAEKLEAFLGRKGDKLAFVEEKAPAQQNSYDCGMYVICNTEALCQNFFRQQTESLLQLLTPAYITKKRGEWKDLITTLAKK
Apaf-1 inh: inhibitors of human Apaf-1 apoptosome, primary screen, biochemical, DEVD-Rh110 fluorescence, uHTS | Apoptotic protease-activating factor 1 (Homo sapiens), O14727 | reconstituted apoptosome caspase-3 activity | hit rate 0.71% among 330,000 | inhibition, % at 20 µM | AID 489030, 2010; active means inhibition of at least 40% at 20 µM;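 further: plate controls were DMSO wells for no effect and DEVD-CHO caspase inhibitor wells for full effect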
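System: reconstituted apoptosome with Apaf-1, cytochrome c, caspase-9, procaspase-3, dATP; Signal: Rh110 fluorescence intensity; Schedule: 30 min compound preincubation, 50 min activation, room temperature; Reagent: cytochrome c trigger plus (Z-DEVD)2-Rh110 caspase-3 substrate.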
697 NFkB inh: inhibitors of PMA/ionomycin-induced NF-kB reporter, 697 cells, primary screen, B-cell NF-kB inhibitor project, cell-based, luminescence, uHTS; 697 B-cell NF-kB luciferase reporter, 16 h; inhibition, % at 4 µM; hit rate 0.33% among 330,000; in the data active means inhibition above about 35%
* hit, by the source's call; u = inconclusive; x = no result given; & = joins results of further samples. Unless noted, no stated cut-off is given here; in the data, active means inhibition above about 50%; inactive means the rest.

Order of results – Gli-Sufu block, Jurkat NFkB inh, SENP7 inh, UBC13 polyUb, HKDC1 inh, SENP8 inh, Apaf-1 inh, 697 NFkB inh
- O=C1CN(S(=O)(=O)c2cccc(Br)c2)CCN1
    -1, 5, -5, 0, -5, -21, 11, -8
- COc1ccc(CCNC(=O)COC(=O)CNS(=O)(=O)c2ccc(SC)c([N+](=O)[O-])c2)cc1
    3, -7, -10, 1, 20, -5, 21, 8
- COc1ccc(CNC(=O)CN(C)S(=O)(=O)c2ccc3c(c2)OCCO3)cc1OC
    -9, -3, 7, 12, -1, -2, -1, -1
- CCOc1ccccc1C(=O)Nc1nn[nH]n1
    2, -15, -5, -2, 16, 2, 0, 8
- O=C(c1ccc(F)cc1)N1CCC(C(=O)N(Cc2ccccc2)c2ccccc2)CC1
    10, 9, -4, 22, -3, -5, 25, 1
- CN1/C(=C\C(=O)C[n+]2ccc3ccccc3c2)C(C)(C)c2ccccc21
    34, 83*, 1, -9, -14, -9, 5, 49*
- Cc1cc(Cl)c(OCCCN2CCCCC2)c(Br)c1
    10, -14, -4, 10, -17, -2, -11, -6
- c1ccc(-c2n[nH]c(-c3ccccn3)n2)nc1
    -35&-46, -90&-69, 59*, -11&-14, 6&1, 26&33, -26&-19, -51&-129
- COC(=O)c1cccc(S(=O)(=O)N2CCN(c3nc4ccccc4s3)CC2)c1
    4, -24, -3, 0, 8, -2, -21, -24
- O=[N+]([O-])c1ccccc1-c1ccc(C(=S)N2CCN(c3ccccc3)CC2)o1
    8, 5, 14, -26, 16, 22, 15, -10
- CCOC(=O)C1=C(NC(=S)NC(=O)c2ccccc2)c2ccccc2CC1(C)C
    -3, 9, -3, -4, 1, -6, 19, 2
- CCOC(=O)N1CCN(C(=O)CCN2C(=O)c3ccccc3S2(=O)=O)CC1
    -6, -4, 11, -3, -6, -6, 3, -15
- O=C(Cc1csc(-c2ccc(Cl)cc2)n1)Nc1cccc(S(=O)(=O)NC2=NCCC2)c1
    1, 10, 3, 16, 8, -4, 5, 13
- COCCCNC(=O)Cn1nc(-c2cccc(OC)c2)ccc1=O
    -2, 7, -6, 3, -1, -9, -16, -4
- COc1ccc(S(=O)(=O)N2CC(=O)Nc3ccccc32)cc1
    x, -12, -1, 3, -3, 7, -8, 1
- CC(=O)c1cccc(NC(=O)COc2cc(C)on2)c1
    -4, 1, 4, -4, 2, 5, -2, 24
- Cc1ccc(C(C(=O)NC2CCCCC2)N2CCN(C(=O)c3ccco3)CC2)cc1 (centres undefined)
    -1, -3, 1, 7, 0, 2, 2, 14
- Nc1nc(Br)c2ccccc2c1-c1ccc(F)cc1
    -5, 3, 3, -3, 10, -1, 10, -1
- Cc1cc(C)c2nc(NC(=O)c3ccc4c(=O)n5c(nc4c3)CCCCC5)sc2c1
    5, -2, 2, -7, 11, 3, 12, -6
- COc1ccccc1NC(=O)Cc1nnc(SCC(=O)NC2CCCCC2C)n1C (centres undefined)
    -9, -11, -3, 4, -4, -2, 5, 12
- C/C(=N\NC(=O)c1ccncc1)c1ccc(N(C)C)cc1
    -7, 5, 0, -5, -14, 4, -8, 9
- O=C(Nc1ccncc1)c1cccc(S(=O)(=O)N2CCc3ccccc32)c1
    56*, 32, -1, 3, 4, -4, 21, -35
- Cc1cc(NC(=O)COC(=O)c2cc(S(=O)(=O)N(C)c3ccccc3)ccc2Cl)no1
    5, -10, 0, 7, -4, -9, 10, -17
- CN(C)S(=O)(=O)c1ccc(C(=O)Nc2ccccn2)cc1
    -33, -20, -2, 7, 10, -5, -11, -7
- COc1ccc(CC(=O)N(C)Cc2cccc(OC)c2OC)cc1S(=O)(=O)N1CCOCC1
    5, 7, -5, 21, -7, 16, 24, 23
- O=S(=O)(/N=C(/NC(=S)Nc1ccccc1)c1ccccc1)c1ccc(Cl)cc1
    -60, -51, -8, 8, -5, 12, 8, -94
- Cc1ccc(S(=O)(=O)N2CCN(CC3CC4C=CC3C4)CC2)cc1 (centres undefined)
    13, 14, 1, -1, -5, 1, 16, -10
- O=[N+]([O-])c1ccc([N+](=O)[O-])c(Nc2ccc(N3CCOCC3)cc2)c1
    2, 6, 4, -18, -9, -3, 12, 20
- CC(=O)CSc1nc2c(c(=O)[nH]c(=O)n2C)n1Cc1cccc(Br)c1
    9, -9, -2, 14, 1, -11, -2, 11
- C[C@H](CO)N1C[C@H](C)[C@@H](CN(C)C(=O)Nc2ccccc2)Oc2c(NS(=O)(=O)c3cn(C)cn3)cccc2C1=O
    34, -5, -15, -7, -3, -4, 8, -24

Overlap with the part before: 2 compounds, then new ones.
Order of results – Gli-Sufu block, Jurkat NFkB inh, SENP7 inh, UBC13 polyUb, HKDC1 inh, SENP8 inh, Apaf-1 inh, 697 NFkB inh
- CC(=O)CSc1nc2c(c(=O)[nH]c(=O)n2C)n1Cc1cccc(Br)c1
    9, -9, -2, 14, 1, -11, -2, 11
- C[C@H](CO)N1C[C@H](C)[C@@H](CN(C)C(=O)Nc2ccccc2)Oc2c(NS(=O)(=O)c3cn(C)cn3)cccc2C1=O
    34, -5, -15, -7, -3, -4, 8, -24
- CCOC(=O)c1[nH]cc(-c2ccccc2)c1N1CCOCC1
    -2, -9, 4, 13, -8, -1, -4, -10
- Cc1nnc(NC(=O)c2cccc(S(=O)(=O)N3CCc4ccccc43)c2)s1
    3, -8, 4, -8, 9, 2, 16, 13
- CCn1cc(S(=O)(=O)c2ccc(C)cc2)c(=O)c2cc(F)c(N3CCN(C)CC3)cc21
    30, -8, 0, 9, -5, 0, 7, -28
- O=C(NCc1nnc(SCc2ccc(F)cc2)n1-c1ccccc1)C12CC3CC(CC(C3)C1)C2
    22, 2, -1, -6, -5, -12, 16, -11
- COc1ccccc1Nc1nc(-c2ccccc2O)nc2ccccc12
    1, -6, -1, 0, -6, 2, 10, 22
- CC(C)N1CCN(Cc2ccc(OC3CCCC3)cc2)CC1CCO (centres undefined)
    31, -5, -8, 2, -4, 2, -3, 2
- CCOC(=O)c1cc(C#N)c(=S)[nH]c1C
    -3, 9, 1, u, -6, -1, -3, 7
- CCc1ccccc1N=C1S/C(=C/c2ccccc2OCC(=O)N2CCOCC2)C(=O)N1C
    5, -2, 3, 16, 0, 5, 24, -23
- O=C1c2ccccc2C(=O)N1Nc1ccccc1
    -26, 9, 5, 2, -6, 2, 15, 14
- CCc1ccccc1NC(=S)N1CCN(c2ccccc2F)CC1
    24, 7, -9, -4, -5, -10, 7, -18
- CC(=O)Oc1ccc2c(=O)c(Oc3ccccc3)c(C)oc2c1OC(C)=O
    -3, 8, -6, 14, -4, -5, -3, -11
- CCCCN(C)Cc1c(C)[nH]c2ccc(OCC)cc2c1=O
    16, -5, -17, 0, -4, -6, 6, -5
- CCC1(C)NC(=O)N(/N=C/c2ccc(C)s2)C1=O (centres undefined)
    -16, -34, -5, -3, -3, 0, 1, -17
- CC(=O)c1cccc(OCc2cc(C(=O)N(C)C(C)c3ccccn3)no2)c1 (centres undefined)
    -4, 7, -7, 10, 5, -4, -7, 12
- O=C(OCC(=O)c1c[nH]c2ccccc12)c1cc(S(=O)(=O)N2CCOCC2)ccc1F
    1, 16, 5, -3, -1, 2, 8, -4
- O=c1c2c(-c3ccc([N+](=O)[O-])cc3)csc2nc2n1CCC2
    30, -4, 10, -5, -9, 6, 8, -7
- COc1ccc(CCNC(=O)c2ccccc2NC(=O)c2ccco2)cc1OC
    6, -5, -9, 6, -6, -2, -10, 29
- COc1ccc2ccc3c(c2c1)N=C[C@]1(O3)N(C)c2ccccc2C1(C)C
    11, 1, 6, -1, 11, -1, 24, -12
- CCOC(=O)c1c(NC(=O)CSc2nnc(-c3cccnc3)o2)sc2c1CCC2
    3, 7, -2, -2, 2, -2, 30, 5
- Cc1cc(C)n(CC(=O)N2CCCC(N3CCN(c4ccccc4C)CC3)C2)n1 (centres undefined)
    13, -6, -12, -5, -2, -12, 1, -11
- Cc1ccc(N2CC(C(=O)OCc3ccccc3)CC2=O)cc1 (centres undefined)
    -23, 4, -1, 0, -6, -7, 6, 10
- O=C(O)CNC(=O)/C=C/c1ccc(Cl)cc1Cl
    2, 2, -4, -5, -2, -3, -2, 19
- CC(NC(=O)COC(=O)Cc1ccc(-c2ccccc2)cc1)c1ccccc1 (centres undefined)
    -12, 0, -1, 13, -12, -3, 16, 15
- COc1ccc(CN2CCNC(=O)C2CC(=O)N2CCCCO2)cc1OC (centres undefined)
    -4, -18, -1, -9, -7, -6, -1, -16
- CCNC(=O)CC1C(=O)N(CC)C(=S)N1NC(=O)c1ccc(Cl)cc1 (centres undefined)
    0, -1, 1, 9, -6, 0, -7, 5
- Cc1ccc(SCCOCCN2CCc3ccccc3C2)cc1
    10, -11, 1, 12, -8, 6, 9, -1
- COc1ccc(N2CCN(C(=O)c3cccc(S(=O)(=O)N4CCc5ccccc54)c3)CC2)cc1
    13, -6, 6, 2, 7, 5, 16, 7
- COc1ccc(C(=O)/C=C/c2ccc(OC3CSC3)cc2)cc1
    -4, 2, -4, 1, -2, -11, 28, -7
- O=C1CCCN2N=C(SCC(=O)Nc3ccccc3C(F)(F)F)SC2=N1
    -19, 15, -2, 0, 16, -1, 1, -5
- O=C(COC(=O)c1cc(Br)ccc1O)NNC(=O)c1ccc(Cl)cc1
    -9, -1, 0, 5, 5, 7, 4, 16

Order of results – Gli-Sufu block, Jurkat NFkB inh, SENP7 inh, UBC13 polyUb, HKDC1 inh, SENP8 inh, Apaf-1 inh, 697 NFkB inh
- CC(=O)c1cccc(S(=O)(=O)N(CCCO)Cc2cc3ccc(C)cc3[nH]c2=O)c1
    2, -16, 8, -1, 6, -3, 4, 0
- COC(=O)CCC(=O)NC(=S)Nc1sc(C)c(C)c1C(N)=O
    54, 65*, -4, -15, -13, 0, 1, -41
- COc1ccc(C(=O)NCc2nnc(SCC(=O)N3CCc4ccccc43)n2C2CCCCC2)cc1
    2, -2, 6, 2, -7, -12, 10, -13
- O=C1CSC(c2ccc([N+](=O)[O-])cc2)N1C1CCCCC1 (centres undefined)
    1, 14, -6, 2, -2, -3, 6, 7
- CC1CCCC(C)N1C(=O)COC(=O)c1ccc[nH]c1=O (centres undefined)
    -4, 5, 1, 2, -3, 4, 12, 2
- CCCc1n[nH]c2c1C(=O)C(C(=O)OC)C(C)(C)C2 (centres undefined)
    10, 1, -6, 1, 0, -4, -18, 3
- COc1ccc(NC2c3ccccc3C(=O)N2c2cccnc2)cc1 (centres undefined)
    -12, -10, 6, -7, -7, 2, -14, -1
- COc1ccc(Cn2c(CCC(=O)NCc3ccco3)nc3cccnc32)cc1
    -8, -3, 2, 2, 0, 2, -6, 14
- COC(=O)c1sccc1NC(=O)c1c(C)cc(=O)oc1C
    -5, -27, 1, -2, -5, -5, -2, 1
- CC(C)c1nc2cc3ccccc3cc2[nH]1
    47, -9, -4, 7, -1, -2, -10, 3
- CCC(=O)OC1(C)C(=O)C=C2C=C(CCCCNC(=O)OC(C)(C)C)OC=C2C1=O (centres undefined)
    x, 18, 8, -66, x, 7, -3, 17
- COc1c(O[C@@H]2O[C@H](CO)[C@@H](O)[C@H](O)[C@H]2O)cc2c(c1OC)-c1ccc(SC)c(=O)cc1C(NC(C)=O)CC2 (some centres undefined)
    3, 4, 4, -4, -4, 8, -1, 20
- Cc1csc(SCC(=O)NCc2ccccc2)n1
    -17, 3, -11, -9, -4, -6, 16, 0
- C#CC(C)(CC)NC(=O)Cn1nnc(-c2cccc(C(F)(F)F)c2)n1 (centres undefined)
    5, 11, -8, 0, -7, 5, 8, 10
- FC(F)(F)c1nc(SCc2ccc(Cl)cc2Cl)n[nH]1
    8, -6, 6, 2, 1, -13, 1, -12
